PLK1 PBD block: qHTS for Inhibitors of PLK1-PDB (polo-like kinase 1 - polo-box domain): Primary Screen | Serine/threonine-protein kinase PLK1 (Homo sapiens), P53350 | actives 2.8% (n = 360,000) | Potency, µM, for inactives: max response, negative = inhibition, most hits filed as inhibitors | Plk1 PBD binding of FITC phosphopeptide, fluorescence polarization; also: potency is read from the fitted curve at half-maximal effect; series mostly up to about 57 µM; % is scaled to controls: 0 for no effect and ±100 for the full control effect; nearly all actives have a fitted effect of over 65% in size
EPAC1 antag: qHTS for Antagonist of cAMP-regulated guanine nucleotide exchange factor 3 (EPAC1): primary screen. Rap guanine nucleotide exchange factor 3 (Homo sapiens), O95398. EPAC1 GEF assay, Rap1b-BODIPY-GDP exchange fluorescence. Potency, µM (top dose mostly 115 µM), inactives show at the highest dose activity change, negative = inhibition, usual class: inhibitors. actives 0.14% (n = 360,000). AID 720709, 2013;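 also: potency is read from the fitted curve at half-maximal effect; plate controls were vehicle for no effect and positive control for full effect; nearly all actives have a fitted effect of over 50% in size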
Target sequence (O95398 whole entry, looked up): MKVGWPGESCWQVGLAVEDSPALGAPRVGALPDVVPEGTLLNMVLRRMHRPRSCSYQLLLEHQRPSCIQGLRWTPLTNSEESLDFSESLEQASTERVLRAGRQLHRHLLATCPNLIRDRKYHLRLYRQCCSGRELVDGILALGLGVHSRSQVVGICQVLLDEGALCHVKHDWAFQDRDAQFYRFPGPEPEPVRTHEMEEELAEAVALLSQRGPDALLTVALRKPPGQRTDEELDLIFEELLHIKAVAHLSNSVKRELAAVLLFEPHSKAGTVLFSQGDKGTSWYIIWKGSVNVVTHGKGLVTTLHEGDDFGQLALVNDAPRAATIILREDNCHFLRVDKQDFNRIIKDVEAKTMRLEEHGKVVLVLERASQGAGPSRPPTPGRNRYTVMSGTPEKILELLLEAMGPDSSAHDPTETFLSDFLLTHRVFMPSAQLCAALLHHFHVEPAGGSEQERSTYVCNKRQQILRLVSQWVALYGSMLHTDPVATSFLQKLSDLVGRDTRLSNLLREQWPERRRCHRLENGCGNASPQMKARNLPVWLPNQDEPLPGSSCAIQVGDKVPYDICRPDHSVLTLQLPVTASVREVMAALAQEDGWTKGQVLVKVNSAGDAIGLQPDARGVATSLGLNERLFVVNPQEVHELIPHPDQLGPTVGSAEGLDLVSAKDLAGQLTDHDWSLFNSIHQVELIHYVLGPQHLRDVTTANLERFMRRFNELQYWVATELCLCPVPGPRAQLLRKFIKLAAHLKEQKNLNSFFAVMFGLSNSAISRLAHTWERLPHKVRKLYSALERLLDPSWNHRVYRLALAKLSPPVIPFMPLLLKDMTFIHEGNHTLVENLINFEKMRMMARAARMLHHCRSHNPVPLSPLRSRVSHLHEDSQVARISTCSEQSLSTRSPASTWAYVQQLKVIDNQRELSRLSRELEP
EPAC2 ag: qHTS for Agonist of cAMP-regulated guanine nucleotide exchange factor 4 (EPAC2): primary screen | actives 0.079% (n = 360,000) | Potency, µM (titrated, usually from 154 µM), for the others: at the top dose activation, usual class: activators | EPAC2 activation, biochemical qHTS; response scale: 100% = 6.5 mM cAMP response | AID 720711, 2013 | Rap guanine nucleotide exchange factor 4 (Homo sapiens), Q8WZA2; also: potency is read from the fitted curve at half-maximal effect; nearly all actives have a fitted effect of over 50% in size
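Fluorescence exchange assay: 100 nM EPAC2 with 250 nM RAP1B-BODIPY-GDP and 50 uM GDP; compounds tested as a concentration-titration series (qHTS). Loss of Rap1-bound BODIPY-GDP fluorescence read at 480/540 nm; data normalized to 6.5 mM cAMP.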
WRN helicase inh: qHTS for Inhibitors of WRN Helicase. WRN helicase unwinding, fluorescent forked duplex, kinetic. Potency, µM (top dose mostly 114 µM), inactives show at the top dose activity change, negative = inhibition, most hits filed as inhibitors. actives 0.46% (n = 360,000). Bifunctional 3'-5' exonuclease/ATP-dependent helicase WRN (Homo sapiens), Q14191; also: potency is read from the fitted curve at half-maximal effect; % is scaled to controls: 0 for no effect and ±100 for the full control effect; nearly all actives have a fitted effect of over 55% in size
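Kinetic red-fluorescence monitoring (525/598 nm) tracks WRN helicase activity after 100 nM fluorophore-quencher forked duplex and 2 mM ATP are added to 20 nM enzyme pretreated 15 min at room temperature with compound.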
IL-2 act: qHTS of IL-2 Activators; IL-2 activation reporter assay, cell-based qHTS; stimulated with anti-CD3/CD4/CD28 beads; in transgenic mouse T cells; activation, % (series mostly up to about 46 µM); actives 0.065% (n = 360,000); in the data active = activation above about 50%; inconclusive = mostly about 30% to 49%; also: 0% is about no effect
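Unstimulated transgenic mouse T cells; 60-min compound exposure; bead-based TCR/CD4/CD28 stimulation; 18 h culture, 37 degrees C; dual fluorescence (EGFP, DsRed) plate cytometry.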
PI5P4Ka inh: qHTS for Inhibitors of phosphatidylinositol 5-phosphate 4-kinase (PI5P4K). PI5P4Kalpha enzyme, ADP-Glo luminescence, 60 min; stronger effect = lower value. max response, %. actives 1.2% (n = 330,000). AID 652105, 2013; active = max response of -50% or lower; inconclusive = between -30% and -50%; inactive = -30% or higher; also: value at the top dose of about 77 µM; % is scaled to controls: 0 for no effect and ±100 for the full control effect
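qHTS, 1536-well: enzyme/substrate mix, compound by pin tool, 5 microM ATP final; RT 60 min; ADP-Glo reagents 1 (45 min) then 2 (30 min); luminescence.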
CCT modulator: High-Throughput Screening for Modulators of Cytosolic Chaperonin Activity. purified chaperonin ATPase assay, HTRF ADP detection, 30 min. activity change, % (no concentration beside the values), hits read low. actives 0.3% (n = 360,000). AID 651819, 2012; in the data active = activity change below about -30%; also: % is scaled to controls: 0 for no effect and ±100 for the full control effect
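Enzyme 40 or 20 nM (batch-dependent) in Tris pH 7.4/KCl/MgCl2/DTT; cpd 76 uM single point; ATP 10 uM; 30 min 37 °C; Transcreener ADP HTRF detection, 30 min RT; ratio 665/615.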
EPAC1 ag: qHTS for Agonist of cAMP-regulated guanine nucleotide exchange factor 3 (EPAC1): primary screen; AID 720707, 2013; actives 0.073% (n = 360,000); EPAC1 agonist qHTS, biochemical assay; response scale: 100% = response to 6.5 mM cAMP; Potency, µM (titrated, usually from 154 µM), for inactives: at the top dose activation, hits mostly activators; Rap guanine nucleotide exchange factor 3 (Homo sapiens), O95398; also: potency is read from the fitted curve at half-maximal effect; nearly all actives have a fitted effect of over 60% in size
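Read-out is the fluorescence drop as BODIPY-GDP leaves Rap1B (480 nm excitation, 540 nm emission), recorded every 5 minutes over 30 minutes. Reactions held 100 nM EPAC1, 250 nM Rap1B–BODIPY-GDP and 50 uM GDP, with 6.5 mM cAMP setting full activation.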
Active calls of the source: *; ? = inconclusive; . = not tested or not shown; [ ] = dose if it differs, or a comment. Unless noted, calls follow the shape of the dose curve; as a rule, active = well fitted curve in the direction sought with a large enough effect; inconclusive = small, poorly fitted or top-dose-only effect, or another doubt; inactive = no such curve, though single readings can be large; an effect the other way counts as inactive or inconclusive.

SMILES	PLK1 PBD block	EPAC1 antag	EPAC2 ag	WRN helicase inh	IL-2 act	PI5P4Ka inh	CCT modulator	EPAC1 ag
COc1cc(CCC(=O)NNC(=O)c2ccc(Cl)cc2)cc(OC)c1OC	-14%	2%	2%	0%	-0.5	1	-1.2	-3%
O=C(CCOc1ccccc1)N1CCN(S(=O)(=O)c2ccccc2F)CC1	-3%	-2%	1%	1%	4.4	3	-1.5	17%
OCC1OC(n2cnc3c(NCc4ccco4)ncnc32)C(O)C1O (stereo unspecified)	2%	2%	2%	8%	-7.0	0	-2.4	-12%
Cc1cc(Cl)ccc1OCC(=O)NNC(=O)c1ccc(=O)[nH]c1	2%	-5%	-3%	-25%	0.1	2	-2.8	7%
CN1CC[n+]2c(CN3C(=O)c4ccccc4C3=O)csc21	-4%	1%	3%	5%	-0.4	0	-2.6	7%
CCOc1cc(/C=N/NC(=O)CN2CCCCC2)ccc1OCc1ccccc1	-1%	9%	1%	-8%	1.3	9	-0.1	0%
COC(=O)C1CCN(C(=O)Cc2ccc(OC)c(OC)c2)CC1	-14%	-2%	-4%	3%	0.4	3	-0.4	8%
O=C(COc1ccccc1)N1CCN=C1SCc1cccnc1	-20%	39%[activator]	3%	-4%	0.0	-1	-1.0	2%
CNC(=O)CCc1[nH]c2ccccc2c1Sc1ccccc1	-6%	-13%	3%	-4%	-0.3	11	-1.9	-1%
COc1ccc(Cc2c(C3CCCCC3)nc3cc(C)c(Br)c(C)n23)c(C)c1	4%	0%	1%	3%	-0.4	19	0.7	-21%
CCCCC(=O)N(C)c1c(CC)nc2c(OCC(=O)c3ccc(F)cc3)cccn12	-12%	3%	7%	4%	-0.4	-7	-0.4	-5%
CC(C)n1c(=N)c(C(=O)NCCc2ccccc2)cc2c(=O)n3ccccc3nc21	-20%	-1%	-5%	1%	1.6	2	-3.1	0%
Cc1ccc(C)c(C(=O)CSc2nc(N)cc(=O)[nH]2)c1	5%	-6%	2%	7%	0.1	9	-1.6	-5%
COC(=O)C1(C(=O)OC)C2CCCCC2N(S(=O)(=O)c2ccc(C)cc2)[C@@H]1CC(C)=O (stereo partly specified)	-17%	-15%	4%	-8%	0.3	7	.	8%
CCCCOc1ccc(-c2ncc(C(=O)OCC)c(N)n2)cc1	1%	-1%	-15%	-1%	0.7	.	-3.0	0%
CC[n+]1c(C)sc2c(C)cc(C)cc21	-17%	7%	2%	7%	0.4	-4	-0.6	6%
COC(=O)CSc1nnc(C2COc3ccccc3O2)n1-c1ccccc1 (stereo unspecified)	-2%	5%	7%	-1%	-0.4	.	0.1	-1%
CCCCOc1ccc(C(=O)Nc2cccc(-n3cnnn3)c2)cc1OC	-5%	-6%	-6%	9%	-2.5	3	-1.3	-3%
COc1ccc(Cn2nc(C)cc2C)cc1OC	-2%	0%	-3%	1%	-2.5	-3	0.3	9%
CN(c1ccccc1C(=O)Nc1cccc([N+](=O)[O-])c1)S(C)(=O)=O	-2%	7%	-2%	-9%[57.1 µM]	-1.5	-2	-0.3	-2%
CCOc1ccc(Cl)cc1S(=O)(=O)N1CCC(C(=O)NC2CC2)CC1	3%	1%	2%	-2%	-0.3	4	-2.0	0%
O=C(Nc1ccc2c(c1)OCO2)c1ccc2nc[nH]c2c1	-3%	9%	-7%	-5%	2.0	?	-1.1	-14%
COC(=O)c1ccc(CSc2nnc(NCc3ccccc3)s2)o1	-11%	4%	6%	1%	-0.5	8	0.0	-12%
COc1ccc(C2=NCC(CSc3nccc(=O)[nH]3)S2)cc1 (stereo unspecified)	?	3%	2%	-5%	4.8	-6	-2.0	2%
O=C(Cn1c(C(F)(F)F)nc2ccccc21)c1ccc(Cl)cc1	-4%	12%	-7%	5%	-1.5	.	-0.8	7%
CCN(CC)C(=O)c1ccccc1NS(=O)(=O)c1ccc(C)cc1	-3%	21%	1%	4%	2.2	.	-0.5	-2%
CCOC(=S)N/C(=N\S(=O)(=O)c1ccccc1)c1ccccc1	19µM*	13%	4%	-3%	-0.3	-4	1.6	-2%
O=C(CNCCc1ccc(Cl)cc1Cl)NCc1ccco1	-11%	-4%	5%	4%	0.6	4	-0.8	17%
O=C(Nc1cccc(Cl)c1)c1ccc2ncsc2c1	-12%	?	8%	-6%	-1.2	0	-2.9	-2%
Cc1cccc(OCC(=O)NCCNC(=O)c2cnccn2)c1	0%	22%	-3%	5%	1.7	2	0.2	-3%
Cn1nc(C(F)(F)F)c(C(=O)Nc2cccc(Cl)c2)c1Cl	-8%	0%	3%	-3%	-1.6	.	-1.6	9%
Cc1cc(C)cc(NC(=O)c2ccc(NC(=O)c3ccco3)cc2)c1	-13%	-14%	2%	2%	-3.1	1	-0.9	-12%
COc1ccc(CCCNC(=O)C2(C)Cc3c(-c4ccc5c(c4)OCO5)ccnc3O2)cc1 (stereo unspecified)	3%	-5%	9%	-4%	0.6	-2	0.1	4%
O=C(NCCc1c[nH]c2ccccc12)C1CCCN(S(=O)(=O)c2ccccc2)C1 (stereo unspecified)	5%	-11%	0%	15%	-3.5	3	1.8	-2%
COc1cc(OC)c(C(=O)Nc2cc(S(=O)(=O)N3CCOCC3)ccc2N2CCN(C)CC2)cc1OC	5%	-19%	-1%	-6%	-0.3	2	0.8	-7%
CCC(c1nnnn1C(C)(C)CC)N1CCN(c2ccccc2F)CC1 (stereo unspecified)	-1%	18%	2%	5%	-0.7	-6	-1.5	0%
COC(=O)c1c(C(=O)OC)c(-c2ccc(F)cc2)n2c1CSC2	-5%	-3%	7%	9%	2.2	1	-2.9	-13%
Cc1c(O)c2c(=O)n(-c3ccccc3)c(-c3ccccc3)cc2oc1=O	2%	2%	-4%	2%	3.5	-8	-0.1	5%
O=C(NCc1cccnc1)c1ccc(-c2cc3ccccc3oc2=O)cc1	-7%	3%	3%	2%[11.6 µM]	0.1	-10	-2.3	1%
O=C(Cn1cnc2c(cnn2-c2ccccc2)c1=O)Nc1cc(S(=O)(=O)N2CCOCC2)ccc1Cl	5%	-22%	0%	0%	-1.8	-10	0.0	-9%
CCOC(=O)C1=NOC2C3CC(C12)C1C(=O)N(CCc2ccc(OC)c(OC)c2)C(=O)C31 (stereo unspecified)	27µM*	17%	4%	-6%	-3.5	-9	2.4	-3%
COc1ccccc1NS(=O)(=O)c1cc(NC(=O)c2[nH]c(C)c(C(C)=O)c2C)ccc1N1CCOCC1	-26%	7%	-2%	-16%	-2.9	7	1.3	13%
Cc1ccccc1-n1c(C)nnc1SCc1cc(=O)oc2ccc3ccccc3c12	-14%	-15%	6%	5%	-4.5	0	-3.2	12%
Cc1ccc(S(=O)(=O)N(C)c2ccc(C)c([N+](=O)[O-])c2)cc1	-4%	-20%	10%	-17%	-3.1	-1	-4.8	9%
CCc1nnc(NS(=O)(=O)c2ccc(NC(=O)c3ccc(Cl)cc3)cc2)s1	?	-8%	5%	-12%	0.6	-14	-6.1	5%
O=C(CN1C(=O)/C(=C/c2ccc(F)cc2)SC1=S)NC1CCS(=O)(=O)C1 (stereo unspecified)	-22%	17%	3%	-1%	-1.0	3	-1.8	-4%
CN1C(=O)N(C)C2(c3ccccc3)Nn3c(s/c(=C/c4ccccc4)c3=O)=NC12c1ccccc1 (stereo unspecified)	-2%	-11%	-12%[15.6 µM]	-8%	-0.2	7	-3.1	1%
CC1(CCc2ccccc2)NC(=O)N(CC(=O)N2CC(=O)Nc3ccccc32)C1=O (stereo unspecified)	4%	-2%	-7%	-1%	-0.8	-5	-0.6	4%
CCC(C)(C)c1nnc(NC(=O)C2CC(=O)N(CCc3ccc(F)cc3)C2)s1 (stereo unspecified)	?	-21%	2%	-6%	-0.3	-5	2.8	3%
COc1ccc(OC)c(NC(=O)CN(Cc2ccccc2)S(C)(=O)=O)c1	-4%	-8%	7%	4%	1.6	1	0.3	-14%
C=CCn1c(SCc2cccc3ccccc23)nnc1-c1cccnc1	-6%	-12%	-10%	0%	-0.3	.	0.4	-1%
CCCCNC(=O)COC(=O)CCC(=O)c1ccc(F)cc1	-18%	4%	-2%	-1%	0.4	9	-6.4	-1%
CCOC(=O)Oc1ccc2oc(C)c(C(=O)OCCOC)c2c1	-8%	27%	16%	0%	-0.1	.	0.0	9%
O=C(NCc1ccc2c(c1)OCO2)c1cc(F)c(F)cc1Cl	-7%	-8%	8%	-30%	0.4	1	-2.0	-4%
CNC(=O)c1ccccc1Nc1ccc(SC(F)F)cc1	-18%	?	9%	-6%	-0.9	11	-1.2	-2%
Cn1cc(CC(=O)NC2CCCCC2)c2ccccc21	-14%	6%	6%	-1%	2.9	1	-2.2	6%
CCNC(=O)C(C)Sc1ccc(Cl)cc1 (stereo unspecified)	-14%	6%	6%	0%	-4.3	2	1.0	-2%
COC(=O)c1cc(OC)c(OC)cc1NC(=O)CN1CCCCC1	-3%	3%	-2%	-8%	-0.4	.	2.4	10%
Cc1cccc(Oc2cc(NC(=O)c3ccccc3)cc([N+](=O)[O-])c2)c1	2%	5%	14%	-3%	-0.2	17	0.8	9%
O=C(Nc1ccccc1)c1cccc(C(=O)Nc2ccccc2)n1	-1%	-5%	-1%	2%	-1.0	6	-1.3	-14%

Ordered by the number under IL-2 act (highest first): 3 of the compounds above
Compound	IL-2 act
Cc1ccc(C)c(C(=O)CSc2nc(N)cc(=O)[nH]2)c1	0.1
CN1CC[n+]2c(CN3C(=O)c4ccccc4C3=O)csc21	-0.4
CNC(=O)c1ccccc1Nc1ccc(SC(F)F)cc1	-0.9

Bioassay records as filed in PubChem BioAssay.

A portion of the library. The share of hits here may be higher or lower than overall.
